Screening data: PubChem, National Center for Advancing Translational Sciences (NCATS)
Nrf2 ARE act: qHTS of Nrf2 Activators | Potency, µM (doses to about 46.1 µM), without a hit: top-dose activation, hits mostly activators | AREc32 ARE-luciferase reporter (MCF7-derived line), luminescence, 24 h | 0.31% of 410,000 active | AID 624171, 2012; further: potency means the concentration at half of the fitted maximal effect; % of control where 0% means no effect; nearly all actives have a fitted effect of over 65% in size
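Nrf2 activation is followed as ARE-luciferase induction in the AREc32 line after one day of compound treatment; luminescence is read with Steady-Glo.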
MCF10A rereplic: A quantitative high throughput screen for small molecules that induce DNA re-replication in MCF 10a normal breast cells | MCF 10A DNA re-replication, Hoechst nuclear intensity, 48 h | Potency, µM (titrated, usually from 46.1 µM), inactives show at the highest dose activity, positive = re-replication, usual class: activators | 2.9% of 350,000 active; further: potency means the concentration at half of the fitted maximal effect; % of control where 0% means no effect; nearly all actives have a fitted effect of over 50% in size
ATXN2 expr inh: Primary qHTS for Inhibitors of ATXN expression | Potency, µM (titrated, usually from 57 µM), inactives show at the highest dose activity change, negative = inhibition, hits mostly inhibitors | HEK-293 ATXN2-luciferase reporter, luminescence, 24 h | 0.72% of 360,000 active; further: potency means the concentration at half of the fitted maximal effect; on the % scale 0 is the no-effect control and ±100 the full control effect; nearly all actives have a fitted effect of over 55% in size
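ATXN2-luciferase reporter cells (luciferase flanked by upstream and downstream ATXN2 gene portions) were treated 24 h at 37 °C with compounds at up to 57 uM. SteadyGlo luminescence gave expression; GF-AFC fluorescence gave viability.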
HepG2 tox: qHTS for Inhibitors of TGF-b: Cytotox Counterscreen; Potency, µM (highest dose often 46.1 µM), for the others: top-dose activity change, negative = cytotoxicity, most hits filed as cytotoxic; 0.76% of 410,000 active; AID 588856, 2011; HepG2 CAGA-GFP viability, ATP luminescence, 18 h; further: potency means the concentration at half of the fitted maximal effect; some results filed as inactive show a strong effect at the top dose
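CellTiter-Glo luminescence gave cytotoxicity after 18 hours at 37 degrees C. The cells were HepG2 CAGA-GFP in 1% FBS DMEM, stimulated with 500 pg/mL TGF-beta after compound addition. %Activity was normalised to no-cell wells (complete cell-killing) and DMSO (no toxicity), and curves were fitted and classified.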
TGFb SMAD3 inh: qHTS for Inhibitors of TGF-b; HepG2 CAGA-GFP TGF-b/SMAD3 reporter, GFP fluorescence, 18 h; TGF-beta stimulated, 500 pg/mL final; Potency, µM (highest dose often 46.1 µM), without a hit: at the highest dose activity, negative = inhibition, actives largely listed as inhibitors; 1.2% of 410,000 active; further: potency means the concentration at half of the fitted maximal effect; on the % scale 0 is the no-effect control and ±100 the full control effect; nearly all actives have a fitted effect of over 65% in size
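Inhibition of TGF-beta-driven CAGA-GFP reporter expression in HEPG2 cells is measured by cellular GFP fluorescence after 18 h stimulation with 500 pg/mL recombinant TGF-beta in 1% FBS medium at 37 degrees C.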
ATXN viability: Viability Counterscreen for Primary qHTS for Inhibitors of ATXN expression | S2 cells (HEK-293 line with an ATXN2-luciferase reporter) viability, CellTiter-Fluor protease fluorescence, 24 h | Potency, µM (series often up to 56.7 µM), actives largely listed as cytotoxic | 0.49% of 400,000 active | AID 651635, 2014; further: potency means the concentration at half of the fitted maximal effect; nearly all actives have a fitted effect of over 40% in size
A549 tox: Nrf2 qHTS screen for inhibitors: counterscreen for cytotoxicity. A549 ARE-Fluc cells, CellTiter-Fluor viability, 18-24 h. Potency, µM (titrated, usually from 46 µM), for the others: at the top dose activity change, negative = cytotoxicity, most hits filed as inhibitors. 0.16% of 390,000 active. AID 504648, 2011; further: potency means the concentration at half of the fitted maximal effect; on the % scale 0 is the no-effect control and ±100 the full control effect
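A549 ARE-Fluc cells in 5% FBS OPTI-MEM, 5000 cells/well, rested 2 h then exposed to compounds in concentration-response for 18-24 h at 37 °C. Viability by CellTiter-Fluor fluorescence (Ex 405/Em 525) after 30 min; luciferase luminescence (BugLite, 15 min, RT) read afterwards.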
Nrf2 inh: Nrf2 qHTS screen for inhibitors; A549 ARE-Fluc reporter, luciferase luminescence, 18-24 h; Potency, µM (series often up to 46 µM), inactives show at the highest dose activity change, negative = inhibition, hits mostly inhibitors; 2.1% of 360,000 active; AID 504444, 2011; further: potency means the concentration at half of the fitted maximal effect; on the % scale 0 is the no-effect control and ±100 the full control effect; nearly all actives have a fitted effect of over 60% in size
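Concentration-response testing used A549 ARE_Fluc cells at 5000 cells/well. Following an 18-24 h compound incubation, viability was read by fluorescence (Ex 405/Em 525) and luciferase output by luminescence.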
IL1B secr inh: qHTS for Inhibitors of Inflammasome Signaling: IL-1-beta AlphaLISA Primary Screen | 4.7% of 360,000 active | activity change, % at 57.5 µM | THP-1 LPS/ATP IL-1B secretion, AlphaLISA, 16 h; hits give low values; in the data active means activity change below about -50%; inconclusive means mostly about -30% to -49%; further: on the % scale 0 is the no-effect control and ±100 the full control effect
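Secreted IL-1B measured by AlphaLISA bead assay after 16 h compound exposure of THP-1 cells; compounds (final up to 57.5 uM) added 1 h before LPS (250 ng/mL) and ATP (1.25 mM) stimulation; lower signal means less secretion.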
The depositor's hits bear a star; [ ] = remark or other dose. Unless noted, the call rests on the fitted dose curve; in most records, active means well fitted curve in the direction sought with a large enough effect; inconclusive means small, poorly fitted or top-dose-only effect, or another doubt; inactive means no such curve, though single readings can be large; an effect the other way counts as inactive or inconclusive.

`CCC(CC)C(=O)N(C)c1c(C)nc2c(OCCC3CCCCC3)cccn12` gave Nrf2 ARE act 0.2%[9.22 µM], ATXN2 expr inh 0%, HepG2 tox -87%, TGFb SMAD3 inh inconclusive and IL1B secr inh inconclusive.
For COc1ccc(/C=C(\C#N)c2n[nH]c(Cn3cncn3)n2)cc1 the results were Nrf2 ARE act 3.7%, MCF10A rereplic -2%, ATXN2 expr inh -13%[11.3 µM], HepG2 tox -1%, TGFb SMAD3 inh 16%, ATXN viability inactive, A549 tox 4%, Nrf2 inh -17% and IL1B secr inh -1.
O=C(CSc1ccccc1Cl)N1CCC(c2nc3ccccc3s2)CC1 was read as Nrf2 ARE act 1.1%, MCF10A rereplic 3%, ATXN2 expr inh -24%, HepG2 tox -24%, TGFb SMAD3 inh inconclusive, ATXN viability inconclusive, A549 tox 3%, Nrf2 inh inconclusive and IL1B secr inh -7.
`CCc1noc(C)c1C(=O)N(C)CC(=O)Nc1ccc(OC)cc1` gave Nrf2 ARE act 0.3%, MCF10A rereplic 0%, ATXN2 expr inh 8%, HepG2 tox 1%, TGFb SMAD3 inh 8%, ATXN viability inactive, A549 tox -4%, Nrf2 inh 2% and IL1B secr inh 8.
`CC1CCN(C(=O)C2CCN(C(=O)c3ccc(C(C)(C)C)cc3)CC2)CC1` gave Nrf2 ARE act 0.3%, MCF10A rereplic -3%, ATXN2 expr inh -6%, HepG2 tox -24%, TGFb SMAD3 inh -1%, ATXN viability inactive, A549 tox 1%, Nrf2 inh 2% and IL1B secr inh -5.
COc1ccc(CCN2C(=O)CC(N3CCN(S(=O)(=O)c4ccccc4)CC3)C2=O)cc1OC (stereo not given) was read as Nrf2 ARE act -0.8%, MCF10A rereplic 4%, HepG2 tox -18%, TGFb SMAD3 inh -2%, ATXN viability inactive, A549 tox 16%, Nrf2 inh -8% and IL1B secr inh -20.
Screening O=C(C(=C1NCCN1)n1cncn1)c1ccccc1 returned Nrf2 ARE act -0.6%, MCF10A rereplic 0%, ATXN2 expr inh -8%, HepG2 tox -14%, TGFb SMAD3 inh 0%, ATXN viability inactive, A549 tox 0%, Nrf2 inh 8% and IL1B secr inh 14.
`O=c1cc2c(nn1Cc1ccc(Cl)cc1Cl)-c1ccccc1CC2` gave Nrf2 ARE act 4.2%, MCF10A rereplic inconclusive, ATXN2 expr inh -17%, HepG2 tox -68%, TGFb SMAD3 inh inconclusive, ATXN viability inactive, A549 tox -24%, Nrf2 inh inconclusive and IL1B secr inh inconclusive.
c1ccc(NNC2=NCCS2)cc1 was read as Nrf2 ARE act -0.3%, MCF10A rereplic 3%, ATXN2 expr inh 5%, HepG2 tox 6%, TGFb SMAD3 inh -21%, ATXN viability inactive, A549 tox 2%, Nrf2 inh 7% and IL1B secr inh -16.
O=C(NCc1ccc(F)cc1)C1(S(=O)(=O)c2ccc(Cl)cc2)CC1 was read as Nrf2 ARE act -1.7%, MCF10A rereplic 10%, ATXN2 expr inh 7%, HepG2 tox -6%, TGFb SMAD3 inh -4%, ATXN viability inactive, A549 tox -13%, Nrf2 inh -14% and IL1B secr inh 4.
Screening CCOC(=O)c1sc(NC(=O)c2c(OC)cccc2OC)nc1C returned Nrf2 ARE act 0.4%, MCF10A rereplic 17%, ATXN2 expr inh -7%, HepG2 tox -16%, TGFb SMAD3 inh 1%, ATXN viability inactive, A549 tox -5%, Nrf2 inh -32% and IL1B secr inh -16.
`Cc1ccccc1CN1CCN(CC(=O)NCCCN2CCN(c3ccc(F)cc3)CC2)C1=O` gave Nrf2 ARE act 14%, MCF10A rereplic -2%, ATXN2 expr inh -20%, HepG2 tox -9%, TGFb SMAD3 inh -14%, ATXN viability inactive, A549 tox 0%, Nrf2 inh 12µM* and IL1B secr inh inconclusive.
CC(C)C(O)(C#CCN1CCCCC1)c1ccccc1 (stereo not given) was read as Nrf2 ARE act -0.6%, MCF10A rereplic -13%, ATXN2 expr inh -4%, HepG2 tox -55%, TGFb SMAD3 inh -4%, ATXN viability inactive, A549 tox -4%, Nrf2 inh 6% and IL1B secr inh -10.
For CCCCn1c(N2CCC(Cc3ccccc3)CC2)nc2c1c(=O)[nH]c(=O)n2C the results were Nrf2 ARE act -1.3%, MCF10A rereplic inconclusive, ATXN2 expr inh inconclusive, HepG2 tox -96%, TGFb SMAD3 inh inconclusive, ATXN viability inconclusive, A549 tox inconclusive and IL1B secr inh inconclusive.
COc1ccccc1N1CCN(C(=O)COc2ccc(Cl)cc2)CC1 was read as Nrf2 ARE act -1.0%, MCF10A rereplic -20%, ATXN2 expr inh -24%, HepG2 tox -20%, TGFb SMAD3 inh 16%, ATXN viability inactive, A549 tox 18% and IL1B secr inh -6.
For O=C(CNC(=O)c1ccc(F)cc1)N/N=C/c1cn[nH]c1-c1ccccc1 the results were Nrf2 ARE act 0.5%, MCF10A rereplic 4%, ATXN2 expr inh -9%[11.3 µM], HepG2 tox 2%, TGFb SMAD3 inh -2%, ATXN viability inactive, A549 tox 1%, Nrf2 inh -23% and IL1B secr inh 16.
For Cn1c2ccccc2c2c(C(=O)N3CCN(c4cccc(C(F)(F)F)c4)CC3)cn(C3CCCCC3)c(=O)c21 the results were Nrf2 ARE act -0.1%, HepG2 tox -19%, TGFb SMAD3 inh inconclusive, A549 tox -1% and Nrf2 inh inconclusive.
Screening COc1ccc(NC(=O)COC(=O)c2c(C)noc2C)c(OC)c1 returned Nrf2 ARE act 0.0%, MCF10A rereplic 1%, ATXN2 expr inh -2%, HepG2 tox -32%, TGFb SMAD3 inh -17%, ATXN viability inactive, A549 tox 0%, Nrf2 inh -6% and IL1B secr inh -5.
For COC(=O)c1c(NC(=O)CS(=O)(=O)c2ccc(C)cc2)sc2c1CCCC2 the results were Nrf2 ARE act -0.6%, HepG2 tox -20%, TGFb SMAD3 inh -8% and A549 tox 0%.
Cc1c(CN2CCCC(C(=O)Nc3cccc(-n4cccn4)c3)C2)cnn1C (stereo not given) was read as Nrf2 ARE act 2.6%, MCF10A rereplic inconclusive, HepG2 tox -31%, TGFb SMAD3 inh -9%, A549 tox -9%, Nrf2 inh inconclusive and IL1B secr inh 1.
For CC(/C=N/NC(=O)Cc1cccn1C)=C\c1ccco1 the results were Nrf2 ARE act inconclusive, MCF10A rereplic -184%[0.0737 µM], ATXN2 expr inh 9%, HepG2 tox 5%, TGFb SMAD3 inh 13%, ATXN viability inactive, A549 tox 0%, Nrf2 inh 23% and IL1B secr inh -14.
Screening COC(=O)Cc1c(C)c2ccc(OCC(C)=O)c(C)c2oc1=O returned Nrf2 ARE act 0.5%, MCF10A rereplic -4%, ATXN2 expr inh 8%, HepG2 tox -6%, TGFb SMAD3 inh 25%, ATXN viability inactive, A549 tox 2%, Nrf2 inh inconclusive and IL1B secr inh -2.
`CCO[C@H]1OC(C(=O)NCc2nc3ccccc3[nH]2)=C[C@@H](c2csc3ccccc23)[C@@H]1CCCO` gave Nrf2 ARE act 1.3%, MCF10A rereplic 5%, ATXN2 expr inh -3%, HepG2 tox 2%, TGFb SMAD3 inh -11%, ATXN viability inconclusive, A549 tox -17%, Nrf2 inh inconclusive and IL1B secr inh -13.
`CCOc1ccccc1NC(=O)c1ccc2c(Cl)c3c(nc2c1)CCC3` gave Nrf2 ARE act -0.5%, ATXN2 expr inh 31%[activator], HepG2 tox -11%, TGFb SMAD3 inh -26%, ATXN viability inactive, A549 tox 5% and Nrf2 inh inconclusive.
`Cc1cc(Oc2ccc(=O)[nH]n2)nc(Cl)n1` gave Nrf2 ARE act -0.5%, MCF10A rereplic 1%, HepG2 tox -2%, TGFb SMAD3 inh -1%, ATXN viability inactive, A549 tox -15%, Nrf2 inh -13% and IL1B secr inh -1.
Screening NC(=S)N/N=C/c1ccc(-c2cc(Cl)ccc2Cl)o1 returned Nrf2 ARE act 9.4%, MCF10A rereplic 0%, ATXN2 expr inh 6%, HepG2 tox -40%, TGFb SMAD3 inh 10µM*, ATXN viability inactive, A549 tox -14%, Nrf2 inh -19% and IL1B secr inh 52.
For Cc1c(Cc2ccc3c(c2)OCO3)sc(NC(=O)c2ccccc2)c1C(N)=O the results were Nrf2 ARE act -2.9%, MCF10A rereplic 13µM*, ATXN2 expr inh -25%, HepG2 tox -35%, TGFb SMAD3 inh -26%, ATXN viability inactive, A549 tox -9%, Nrf2 inh 10% and IL1B secr inh -2.
For O=C1CCC(=O)N1c1ccccc1OS(=O)(=O)c1ccccc1 the results were Nrf2 ARE act 2.0%, MCF10A rereplic -4%, ATXN2 expr inh -7%, HepG2 tox -14%, TGFb SMAD3 inh -7%, ATXN viability inactive, A549 tox 4%, Nrf2 inh 2% and IL1B secr inh 2.
C/C(=N/NC(=O)c1cccc(N2CCCC2=O)c1)c1ccc(Br)cc1 was read as Nrf2 ARE act -0.5%, MCF10A rereplic 4%, ATXN2 expr inh -2%, HepG2 tox -27%, TGFb SMAD3 inh 3%, ATXN viability inactive, A549 tox 2%, Nrf2 inh -16% and IL1B secr inh inconclusive.
For CC(=O)OCCOc1nc(N(C)C)nc(N(C)C)n1 the results were Nrf2 ARE act -0.1%, MCF10A rereplic 8%, ATXN2 expr inh -5%, HepG2 tox -18%, TGFb SMAD3 inh 1%, ATXN viability inactive, A549 tox 0%, Nrf2 inh 7% and IL1B secr inh 8.
Screening CCOCCCNC(=O)c1cccs1 returned Nrf2 ARE act -0.5%, MCF10A rereplic 1%, ATXN2 expr inh 4%, HepG2 tox -2%, TGFb SMAD3 inh 3%, ATXN viability inactive, A549 tox -6%, Nrf2 inh 9% and IL1B secr inh -5.
